Compound activity (PubChem)
BoNT-F LC inh – BoNT/F light chain protease inhibitors, primary screen, biochemical, flow cytometry, MLPCN library; Multiplex microsphere protease cleavage assay; AID 588497, 2011; inhibition, % at 10 µM; hit rate 0.22% among 360,000; in the data active = inhibition above about 35%, passing the limit was not always enough; inconclusive = no clear call, values can overlap the other calls; also: plate controls were buffer without enzyme for full effect and enzyme alone for no effect
FBA Mtb inh – Mtb FBA enzyme inhibitors, primary screen, biochemical, fluorescence, strain H37Rv; inhibition, % at 1 µM; AID 588726, 2011; hit rate 2.3% among 360,000; Fructose-bisphosphate aldolase (Mycobacterium tuberculosis (strain ATCC 25618 / H37Rv)), …; purified M. tuberculosis FBA, fluorescence read-out; in the data active = inhibition above about 27%;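 also: 0% = vehicle and 100% = reference inhibitor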
Target sequence (P9WQA3 whole entry, looked up): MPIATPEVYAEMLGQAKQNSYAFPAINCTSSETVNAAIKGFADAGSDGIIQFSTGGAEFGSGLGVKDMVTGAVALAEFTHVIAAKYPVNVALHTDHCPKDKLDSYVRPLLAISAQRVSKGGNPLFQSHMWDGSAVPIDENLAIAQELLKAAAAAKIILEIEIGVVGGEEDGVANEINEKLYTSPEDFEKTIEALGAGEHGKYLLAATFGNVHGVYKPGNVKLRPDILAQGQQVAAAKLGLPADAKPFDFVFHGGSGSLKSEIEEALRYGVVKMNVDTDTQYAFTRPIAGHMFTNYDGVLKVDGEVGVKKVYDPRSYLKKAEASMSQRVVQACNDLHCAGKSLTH
Rv3671c protease – Rv3671c serine protease inhibitors, primary screen, biochemical, fluorescence polarization, M. tuberculosis H37Rv; P9WHR9; inhibition, % at 5.96 µM; hit rate 0.048% among 320,000; in the data active = inhibition above about 38%;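 also: extracellular domain of Rv3671c used as enzyme; 0% = enzyme with DMSO and 100% = no enzyme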
VHR inh abs – VHR1 phosphatase inhibitors, primary screen, biochemical, absorbance, uHTS. Dual specificity protein phosphatase 3 (Homo sapiens), P51452. recombinant VHR phosphatase, pNPP absorbance. inhibition, % at 13.3 µM. hit rate 0.52% among 290,000; in the data active = inhibition above about 50%; also: some compounds called inactive have numbers as strong as hits
Target sequence (P51452 whole entry, looked up): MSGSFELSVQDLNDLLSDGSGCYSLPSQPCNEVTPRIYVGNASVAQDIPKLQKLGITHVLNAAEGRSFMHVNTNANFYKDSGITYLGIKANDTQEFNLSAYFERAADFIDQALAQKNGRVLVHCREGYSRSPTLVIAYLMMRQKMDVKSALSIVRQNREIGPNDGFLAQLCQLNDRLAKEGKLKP
GDH-TPI counter – GDH-TPI coupling enzyme inhibitors, primary screen, artefact control for M. tuberculosis FBA inhibitor project, biochemical, absorbance, full deck. GDH-TPI coupled enzyme counterscreen, NADH absorbance. inhibition, % at 4.8 µM. hit rate 1.2% among 360,000;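 also: 0% = DMSO wells and 100% = wells lacking the enzyme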
MazF activator – activators of E. coli MazEF toxin-antitoxin RNase, primary screen, biochemical, fluorescence, uHTS; hit rate 0.32% among 350,000; FAM/BHQ RNA-DNA oligo cleavage fluorescence, 5 h; Endoribonuclease toxin MazF (Escherichia coli (strain K12)), P0AE70; activation, % at 20 µM; AID 504720, 2011; in the data active = activation above about 50%
Target sequence (P0AE70 whole entry, looked up): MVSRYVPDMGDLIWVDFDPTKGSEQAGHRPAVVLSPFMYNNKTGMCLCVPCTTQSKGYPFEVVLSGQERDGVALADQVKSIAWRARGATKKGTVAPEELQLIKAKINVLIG
FadD28 binding – inhibitors of FadD28 bisubstrate probe binding, primary screen, biochemical, fluorescence polarization, single point; Mycobacterium tuberculosis FadD28 fatty-acid-AMP ligase; inhibition, % at 12.5 µM; hit rate 0.22% among 360,000; in the data active = inhibition above about 8.5%, passing the limit was not always enough; inconclusive = no clear call, values can overlap the other calls
CCHFV vOTU inh – CCHFV vOTU protease inhibitors, primary screen, biochemical, Pep-AMC substrate, fluorescence; Crimean-Congo hemorrhagic fever virus L polyprotein viral ovarian tumor (vOTU) protease …; inhibition, % at 11.5 µM; hit rate 0.55% among 370,000; AID 651958, 2012; also: 0% = vehicle wells with enzyme and 100% = no enzyme wells
BioA inh – M. tuberculosis BioA enzyme inhibitors, primary screen, biochemical, plate reader, single point, HTS. inhibition, % at 9.99 µM. purified M. tuberculosis BioA enzyme. hit rate 0.096% among 360,000. 7,8-diaminopelargonic acid synthase BioA (Mycobacterium tuberculosis); in the data active = inhibition above about 40%; inconclusive = no clear call, values can overlap the other calls
UGM FP inh – M. tuberculosis UGM enzyme inhibitors, primary screen, biochemical, fluorescence polarization, single point; inhibition, % at 10 µM; UDP-galactopyranose mutase (Mycobacterium tuberculosis (strain ATCC 25618 / H37Rv)), …; purified UGM, fluorescence polarization probe displacement; hit rate 0.06% among 320,000; AID 504406, 2011; in the data active = inhibition above about 10%, passing the limit was not always enough; inconclusive = no clear call, values can overlap the other calls
Target sequence (P9WIQ1 whole entry, looked up): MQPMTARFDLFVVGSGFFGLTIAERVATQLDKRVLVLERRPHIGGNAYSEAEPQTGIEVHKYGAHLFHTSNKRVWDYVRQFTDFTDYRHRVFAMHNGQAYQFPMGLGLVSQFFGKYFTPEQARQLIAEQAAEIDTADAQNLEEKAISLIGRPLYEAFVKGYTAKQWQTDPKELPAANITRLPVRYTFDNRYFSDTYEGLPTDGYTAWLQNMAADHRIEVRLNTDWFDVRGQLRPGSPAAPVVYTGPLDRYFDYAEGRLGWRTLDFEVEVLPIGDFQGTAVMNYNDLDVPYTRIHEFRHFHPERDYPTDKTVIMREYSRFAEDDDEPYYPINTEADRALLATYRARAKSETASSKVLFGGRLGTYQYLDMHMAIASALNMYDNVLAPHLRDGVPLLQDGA
An asterisk follows results filed as active; ? = inconclusive; . = not tested or not shown; & = joins results of further samples. Rule as the data show it, unless noted: active = inhibition above about 30%; inactive = the rest.

Abbreviations – A = BoNT-F LC inh; B = FBA Mtb inh; C = Rv3671c protease; D = VHR inh abs; E = GDH-TPI counter; F = MazF activator; G = FadD28 binding; H = CCHFV vOTU inh; I = BioA inh; J = UGM FP inh
> Cc1ccc(C(=O)N/N=C\c2cc(Br)c(Br)o2)cn1
  A = . | B = 0 | C = -14 | D = 24 | E = 10 | F = -60 | G = -1.2 | H = 7 | I = -0.8 | J = 5.9

> CCOC(=O)c1ccc(Nc2ncnc3nc[nH]c23)cc1
  A = -9 | B = 3 | C = -7 | D = 15 | E = 17 | F = 4 | G = -0.8 | H = -4 | I = 3.5 | J = 2.5

> CC1CCCCN1C(=O)COC(=O)c1ccc(=O)n(Cc2ccccc2)n1 (configuration not stated)
  A = 13 | B = -1 | C = -14 | D = . | E = 4 | F = 4 | G = -3.5 | H = 14 | I = . | J = 1.3

> CCOC(=O)N1CCC(NC(=O)CCN2C(=O)C3C4C=CC(C4)C3C2=O)CC1 (configuration not stated)
  A = 5 | B = 84* | C = 1 | D = 0 | E = -5 | F = 5 | G = -0.9 | H = 5 | I = -1.5 | J = -0.5

> O=C(NCCCNC(=O)c1ccc(-c2cc(Cl)ccc2Cl)o1)c1cnccn1
  A = 0 | B = 0 | C = -3 | D = 6 | E = 7 | F = 1 | G = -4.1 | H = 10 | I = 1.4 | J = 0.3

> COc1ccc2c(c1)cc(C(=O)N/N=C/c1c(O)c(C(=O)O)cc3ccccc13)n2C
  A = -11 | B = -2 | C = 19 | D = -20 | E = 32* | F = -60 | G = -0.7 | H = 2 | I = 0.2 | J = -3.3

> Cc1ccc(Cl)cc1N1CCN(CCN)CC1
  A = -5 | B = 3 | C = -3 | D = 1 | E = 2 | F = -17 | G = -5.9 | H = 14 | I = . | J = 1.5

> O=C(Cc1ccc(-c2ccccc2)cc1)NNC(=S)NCc1ccco1
  A = 1 | B = 4 | C = -1 | D = -21 | E = 10 | F = 23 | G = 1.1 | H = -8 | I = . | J = 5.6

> c1ccc(CC2CCN(C3=Nc4cccc5cccc3c45)CC2)cc1
  A = -18 | B = -12 | C = 9 | D = 16 | E = 0 | F = -18 | G = -15 | H = . | I = -0.4 | J = -4.4

> CC(C)(C)NC(=O)NC(=O)COC(=O)CNC(=O)c1cc(Cl)cc([N+](=O)[O-])c1
  A = -1 | B = -1 | C = 0 | D = 14 | E = -6 | F = 5 | G = -4.4 | H = -4 | I = -1.3 | J = -1.5

> O=C(N/N=C/c1cc2c(cc1[N+](=O)[O-])OCO2)c1cccnc1
  A = -10 | B = -4 | C = 9 | D = 14 | E = 7 | F = 2 | G = -3.3 | H = -12 | I = 2.0 | J = 1.3

> CN1C(C)(C)CC(=NO)CC1(C)C
  A = 1 | B = 3 | C = . | D = . | E = 7 | F = 7 | G = 0.4 | H = -17 | I = -1.2 | J = .

> NC(=S)Nc1ccc(Cl)cc1Cl
  A = ? | B = 4 | C = 2 | D = -5 | E = -3 | F = -2 | G = -0.2 | H = -9 | I = . | J = 4.1

> O=C(Nc1nc2ccc(F)cc2s1)Oc1ccccc1
  A = 4 | B = 2 | C = -4 | D = 17 | E = 2 | F = 0 | G = 1.0 | H = 11 | I = -0.8 | J = -1.4

> CN(C)c1ccc(CNn2cnnc2SCc2ccccc2F)cc1
  A = 13 | B = -2 | C = -1 | D = 2 | E = 5 | F = 6 | G = -3.1 | H = -4 | I = -0.9 | J = -1.1

> Cc1c(C(=O)Nc2ccc(OC(F)(F)F)cc2)sc2nc3n(c(=O)c12)CCC3
  A = -8 | B = 3 | C = -6 | D = 13 | E = -11 | F = 3 | G = -0.5 | H = 7 | I = 0.3 | J = 0.9

> Cc1ccc(NC(=O)COc2ccc(CCO)cc2-n2nc3ccccc3n2)cc1C
  A = 0 | B = 0 | C = -5 | D = 18 | E = 7 | F = -14 | G = -1.3 | H = 3 | I = -0.4 | J = -0.2

> Cc1ccc(C)n1-c1ccc(C(=O)N2CCOCC2)cc1
  A = -1 | B = 0 | C = -3 | D = -22 | E = 0 | F = -12 | G = 1.6 | H = -16 | I = -1.4 | J = -8.6

> CCCCN(C(=O)c1cccc(S(=O)(=O)N2CCN(Cc3ccccc3)CC2)c1)c1ccccc1
  A = 1 | B = 1 | C = -12 | D = 28 | E = 4 | F = -2 | G = -2.5 | H = -2 | I = -2.2 | J = 2.5

> COc1ccnc2c1c(=O)n(Cc1ccc(F)cc1)c(=O)n2C
  A = -3 | B = 0 | C = 1 | D = -4 | E = 6 | F = -17 | G = -0.6 | H = -5 | I = -4.2 | J = 1.7

> O=C(Nc1cc(C(F)(F)F)ccc1Cl)c1cccnc1
  A = 3 | B = 7 | C = 4 | D = 24 | E = 9 | F = -5 | G = -0.9 | H = -3 | I = -1.0 | J = -3.3

> O=C(CCN1CCCCO1)N1CCCC(Nc2ccc(F)c(F)c2)C1 (configuration not stated)
  A = -1 | B = 0 | C = -3 | D = 22 | E = 0 | F = -1 | G = -3.5 | H = 6 | I = 0.1 | J = 2.1

> Cc1ccc(CNS(=O)(=O)NCc2cccs2)cc1
  A = -3 | B = -2 | C = -5 | D = 16 | E = 1 | F = 2 | G = -0.5 | H = 2 | I = . | J = 0.9

> O=C(Cn1[nH]c(=O)c2ccccc2c1=O)OCC(=O)c1ccc(Br)cc1
  A = 13 | B = 3 | C = -1 | D = . | E = 6 | F = 5 | G = -2.8 | H = -6 | I = -1.0 | J = -1.5

> CCOc1nc(-c2ccccc2Cl)ccc1C#N
  A = -4 | B = -3 | C = -2 | D = -4 | E = -1 | F = 2 | G = -2.1 | H = -6 | I = 0.0 | J = 1.7

> CCCCNC(=O)c1cc(C)no1
  A = -4 | B = -3 | C = 12 | D = 36 | E = 12 | F = -6 | G = -0.5 | H = -9 | I = -0.8 | J = -3.1

> Cc1ccccc1CN1CCN(CC2CC3C=CC2C3)CC1 (configuration not stated)
  A = 4 | B = 3 | C = -1 | D = 14 | E = -3 | F = -10 | G = -4.1 | H = -5 | I = -0.4 | J = 0.8

> CC1(C)CC(=O)C2=C(C1)Oc1nc3ccccc3cc1C2C(C#N)C#N (configuration not stated)
  A = 3 | B = -4 | C = -7 | D = 18 | E = -3 | F = -8 | G = -4.7 | H = -5 | I = -1.1 | J = 3.0

> Cc1ccccc1S(=O)(=O)NNC(=O)C(=O)NNc1ccccn1
  A = -5 | B = 1 | C = -2 | D = 17 | E = -2 | F = -3 | G = -3.5 | H = 20 | I = 0.4 | J = -0.2

> Cc1onc(-c2ccccc2)c1C(=O)N1CCN(c2ncccn2)CC1
  A = 0 | B = 6 | C = -1 | D = -13 | E = 4 | F = 5 | G = -1.5 | H = -5 | I = 0.8 | J = 1.7

> CCOC(=O)CNC(=O)CSc1nnc(-c2c[nH]c3ccccc23)n1CC
  A = -7 | B = 1 | C = 4 | D = 13 | E = 3 | F = 12 | G = 0.8 | H = 5 | I = 0.4 | J = -2.2

> O=C(COC(=O)CC12CC3CC(CC(C3)C1)C2)Nc1ncc(Cl)cc1Cl
  A = -6 | B = -1 | C = -2 | D = -27 | E = 3 | F = -10 | G = -0.6 | H = 7 | I = . | J = 0.5

> O=C(NC1CCCCC1)C(c1ccccc1)N(C(=O)c1csnn1)C1CC1 (configuration not stated)
  A = 12 | B = 4 | C = -3 | D = 34 | E = -2 | F = 2 | G = 0.6 | H = -1 | I = 1.1 | J = -4.8

> Cc1cc(C)n2nc(CCc3ccccc3)nc2n1
  A = 3 | B = -1 | C = -4 | D = 12 | E = 3 | F = 6 | G = -2.1 | H = -2 | I = -2.8 | J = 0.4

> CN(Cc1cnccn1)C(=O)CC1C(=O)NCCN1Cc1cccc(F)c1 (configuration not stated)
  A = -1 | B = 0 | C = 3 | D = -2 | E = -5 | F = 4 | G = -0.4 | H = 17 | I = -0.2 | J = -2.7

> Cc1ccc(S(=O)(=O)Nc2ccc3c(c2)C(=O)N([C@H](C)CO)C[C@H](C)[C@@H](CN(C)C(=O)NC2CCCCC2)OCCCC[C@@H](C)O3)cc1
  A = -7 | B = -2 | C = . | D = . | E = -3 | F = 0 | G = -0.5 | H = 21 | I = -1.3&-2.5 | J = .

> COc1ccc(S(=O)(=O)N2CCCC2)cc1C(=O)O
  A = 1 | B = 0 | C = -7 | D = -2 | E = 7 | F = -25 | G = 0.6 | H = -18 | I = -1.1 | J = 3.8

> O=[N+]([O-])c1ccc2nc(NCCCO)nc(-c3ccccc3)c2c1
  A = 0 | B = 1 | C = 7 | D = 7 | E = 12 | F = -8 | G = -0.8 | H = 5 | I = . | J = 2.1

> COc1cc(C=O)ccc1Oc1ccc(S(=O)(=O)N2CCOCC2)cc1[N+](=O)[O-]
  A = -8 | B = 1 | C = -3 | D = . | E = 10 | F = 0 | G = -1.7 | H = -5 | I = 6.0 | J = -1.5

> CCOC(=O)CC1C(=O)NCCN1C(=O)c1ccc(Cl)c(Cl)c1 (configuration not stated)
  A = -16 | B = -5 | C = 1 | D = 2 | E = -6 | F = 13 | G = -2.2 | H = 8 | I = 1.1 | J = 0.8

> COc1ccc(NC(=O)N(C)C[C@H]2Oc3c(NC(=O)C4CC4)cccc3C(=O)N([C@H](C)CO)C[C@@H]2C)cc1
  A = -5 | B = 3 | C = 8 | D = . | E = 10 | F = 7 | G = -1.3 | H = 10 | I = 7.4&1.0 | J = -0.9

> O=C(c1[nH]c(C(F)(F)F)nc1-c1ccccc1)N1CCc2c([nH]c3ccccc23)C1
  A = 5 | B = 1 | C = . | D = . | E = . | F = . | G = 0.2 | H = 8 | I = 2.2 | J = .

> O=C(CSc1nc2c(c(=O)n1-c1ccc(Br)cc1)SCC2)Nc1nccs1
  A = -13 | B = 0 | C = -12 | D = 36 | E = 9 | F = 23 | G = -1.5 | H = 2 | I = -0.2 | J = 1.8

Reformatted with values under each structure: entries from further up.
Every second line gives: BoNT-F LC inh	FBA Mtb inh	Rv3671c protease	VHR inh abs	GDH-TPI counter	MazF activator	FadD28 binding	CCHFV vOTU inh	BioA inh	UGM FP inh
O=C(COC(=O)CC12CC3CC(CC(C3)C1)C2)Nc1ncc(Cl)cc1Cl
 : -6	-1	-2	-27	3	-10	-0.6	7	.	0.5
O=C(NC1CCCCC1)C(c1ccccc1)N(C(=O)c1csnn1)C1CC1 (configuration not stated)
 : 12	4	-3	34	-2	2	0.6	-1	1.1	-4.8
Cc1cc(C)n2nc(CCc3ccccc3)nc2n1
 : 3	-1	-4	12	3	6	-2.1	-2	-2.8	0.4
CN(Cc1cnccn1)C(=O)CC1C(=O)NCCN1Cc1cccc(F)c1 (configuration not stated)
 : -1	0	3	-2	-5	4	-0.4	17	-0.2	-2.7
Cc1ccc(S(=O)(=O)Nc2ccc3c(c2)C(=O)N([C@H](C)CO)C[C@H](C)[C@@H](CN(C)C(=O)NC2CCCCC2)OCCCC[C@@H](C)O3)cc1
 : -7	-2	.	.	-3	0	-0.5	21	-1.3&-2.5	.
COc1ccc(S(=O)(=O)N2CCCC2)cc1C(=O)O
 : 1	0	-7	-2	7	-25	0.6	-18	-1.1	3.8
O=[N+]([O-])c1ccc2nc(NCCCO)nc(-c3ccccc3)c2c1
 : 0	1	7	7	12	-8	-0.8	5	.	2.1
